APJ antag: antagonists of human apelin receptor APJ, primary screen, CHO-K1 cells, beta-arrestin complementation, luminescence | P35414 | AID 2521, 2010 | hit rate 0.32% among 330,000 | inhibition, % at 20 µM;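 active means inhibition above about 40% at 20 µM, limit read from the data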;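 further: cells challenged with 10 nM apelin-13 agonist together with compound; plate controls were apelin-13 plus DMSO wells for no effect and DMSO wells lacking apelin-13 for full effect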
CXCR6 block: CXCR6 receptor inhibitors, primary screen, cell-based, beta-arrestin, luminescence, CHO-K1 PathHunter, 1536-well | C-X-C chemokine receptor type 6 (Homo sapiens), O00574 | inhibition, % at 20 µM | hit rate 0.36% among 360,000 | AID 602244, 2012; in the data active means inhibition above about 34%, passing the limit was not always enough;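 further: antagonist mode with CXCL16 agonist at 10 nM final; 0% = 10 nM CXCL16 with DMSO and 100% = unstimulated wells without agonist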
EBI2 antag: EBI2 receptor antagonists, beta-arrestin recruitment, primary screen, cell-based, luminescence, 7a,25-OHC stimulation, uHTS | G-protein coupled receptor 183 (Homo sapiens), P32249 | 7a,25-OHC stimulated | inhibition, % at 5 µM | hit rate 0.81% among 360,000 | AID 651636, 2012; in the data active means inhibition above about 38%;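 further: enzyme fragment complementation signal reports receptor beta-arrestin coupling in cells; 0% = agonist plus DMSO wells and 100% = wells without agonist; some results beyond the cut were filed as inactive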
APJ ag: agonists of human apelin receptor APJ, primary screen, CHO-K1 cells, PathHunter beta-arrestin, luminescence | P35414 | 0% DMSO wells, 100% apelin | hit rate 0.11% among 330,000 | activation, % at 20 µM | AID 2520, 2010;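 active means activation more than six SD over the plate average, tested at 20 µM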;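 further: 0% = DMSO alone and 100% = apelin-13 at 10 nM; some results filed as inactive read as strong as hits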
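Assay system: engineered CHO-K1 APJ arrestin reporter cells; Amount: 1000 CHO-K1 reporter cells seeded per well; Dosing: one dose, 20 µM compound, 1% DMSO; Times: compound stimulation 90 min at 25 °C, detection 60 min; Measured by: luminescent beta-gal fragment complementation, chemiluminescent substrate; Read-out: APJ–arrestin association signal; Controls: DMSO vs Apelin-13 10 nM.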
UPR XBP1 act: activators of adaptive XBP1 UPR arm, primary screen, cell-based, CHO-XBP1 luciferase reporter, luminescence, uHTS. IRE1-XBP1 UPR activation; percent of tunicamycin response, DMSO as zero. activation, % at 20 µM. hit rate 0.33% among 330,000;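 active means versus positive control, 20 µM dose yields 30% or more activation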;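 further: 100% = tunicamycin at 10 µg/mL and 0% = DMSO only wells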
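Assay system: CHO-XBP1 luciferase reporter cells; Schedule: 6 h treatment, 37 °C; Detection: glow luminescence from Steady-Glo reagent; Benchmarks: high control tunicamycin 10 µg/mL final, low control DMSO vehicle only.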
CCR6 antag: CCR6 receptor antagonists, primary screen, cell-based, CHO-K1, luminescence, beta-arrestin, uHTS | CHO-K1 CCR6 PathHunter beta-arrestin, CCL20-stimulated | inhibition, % at 20 µM | hit rate 0.49% among 340,000;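 active means compounds whose inhibition of the agonist-driven luminescence signal at 20 µM reaches about 50%, limit read from the data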;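 further: cells stimulated with CCL20 at 14 nM final; plate controls were DMSO with CCL20 for no effect and DMSO without agonist for full effect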
tim23-1 inh: growth inhibitors of tim23-1 mutant yeast, primary screen, luminescence, uHTS | inhibition, % at 20 µM | S. cerevisiae tim23-1 growth, BacTiter-Glo luminescence, 24 h | hit rate 1.3% among 330,000;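 active means growth inhibition of the mutant yeast at or above 50%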;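 further: temperature-sensitive mutant grown at 25 °C; plate controls were DMSO-treated mutant yeast for no effect and medium wells lacking yeast for full effect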
CHOP UPR activ: activators of apoptotic CHOP UPR arm, primary screen, cell-based, CHO-CHOP luciferase reporter, luminescence, uHTS. UPR activation; percent of tunicamycin response over DMSO baseline. activation, % at 10 µM. hit rate 0.34% among 330,000;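 active means at 10 µM dose, activation of 40% or more, normalized to positive control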;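 further: 100% = tunicamycin at 10 µg/mL and 0% = DMSO alone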
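Test system: CHO CHOP reporter cells. Input: 500 CHO-CHOP cells per well. Medium: F12 with 10% FBS. Technique: luciferase luminescence. Measure: percent activation relative to tunicamycin control. Dosing: 10 µM compound, 0.5% DMSO. Timing: 16-18 h cell attachment, then 6 h compound exposure, 37 °C.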
Mdm2 MdmX PPI: inhibitors of human Mdm2-MdmX association, primary screen, cell-based, luminescence, split luciferase, SaOS-2, uHTS. AID 485346, 2010. SaOS-2 split-luciferase Mdm2/MdmX complementation. Protein Mdm4 (Homo sapiens) + E3 ubiquitin-protein ligase Mdm2 (Homo sapiens), …. hit rate 3% among 330,000. inhibition, % at 8 µM;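 active means inhibition of at least 50% at 8 µM in the primary screen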
Target sequence (O15151 whole entry, looked up): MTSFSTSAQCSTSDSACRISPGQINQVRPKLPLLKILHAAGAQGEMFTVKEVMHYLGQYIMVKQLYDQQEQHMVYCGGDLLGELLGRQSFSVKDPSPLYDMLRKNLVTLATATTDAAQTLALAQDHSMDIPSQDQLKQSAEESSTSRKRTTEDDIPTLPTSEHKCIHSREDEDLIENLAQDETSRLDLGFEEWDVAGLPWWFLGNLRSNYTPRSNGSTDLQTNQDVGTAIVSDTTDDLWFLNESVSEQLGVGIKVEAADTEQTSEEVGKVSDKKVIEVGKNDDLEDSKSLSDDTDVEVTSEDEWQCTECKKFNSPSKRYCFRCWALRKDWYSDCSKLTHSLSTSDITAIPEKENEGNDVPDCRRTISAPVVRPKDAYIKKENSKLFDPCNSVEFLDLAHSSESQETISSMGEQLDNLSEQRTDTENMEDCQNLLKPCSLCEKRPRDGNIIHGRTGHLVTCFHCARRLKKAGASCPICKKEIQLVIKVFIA
Target sequence (Q00987 whole entry, looked up): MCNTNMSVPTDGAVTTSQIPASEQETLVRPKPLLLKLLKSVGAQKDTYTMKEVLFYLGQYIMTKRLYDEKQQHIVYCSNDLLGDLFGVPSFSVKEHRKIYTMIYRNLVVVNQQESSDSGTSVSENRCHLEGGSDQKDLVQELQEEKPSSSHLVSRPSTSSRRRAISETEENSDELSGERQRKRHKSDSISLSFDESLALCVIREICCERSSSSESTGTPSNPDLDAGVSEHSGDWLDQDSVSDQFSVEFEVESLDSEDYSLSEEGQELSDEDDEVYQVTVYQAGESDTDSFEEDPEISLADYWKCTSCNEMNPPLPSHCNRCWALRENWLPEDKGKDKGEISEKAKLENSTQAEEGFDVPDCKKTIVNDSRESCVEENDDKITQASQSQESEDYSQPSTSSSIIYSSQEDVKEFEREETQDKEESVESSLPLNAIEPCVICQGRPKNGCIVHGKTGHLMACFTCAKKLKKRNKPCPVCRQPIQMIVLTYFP
* marks the source's active call; other numbers are inactive results. Some of the compounds tested, so the mix of outcomes need not match the whole.

SMILES	APJ antag	CXCR6 block	EBI2 antag	APJ ag	UPR XBP1 act	CCR6 antag	tim23-1 inh	CHOP UPR activ	Mdm2 MdmX PPI
Cn1c(NC(=O)C[n+]2cc(-c3ccc(F)cc3)n3c2CCC3)cc(=O)n(C)c1=O	12	5	17	2	-1	6	11	-0.1	-18
C=CCn1c(Oc2ccc(C=O)cc2OCC)nc2c1c(=O)n(C)c(=O)n2C	21	0	1	-2	1	-4	28	-0.2	-24
CSCCC(NS(=O)(=O)c1ccc(Cl)cc1)C(=O)OCC(=O)NC1CCCCC1 (stereo unspecified)	0	5	8	4	0	6	11	-1.5	32
COc1cc(C(=O)Nc2scc(-c3ccc(C)cc3)c2C(=O)O)cc(OC)c1OC	5	8	-14	-3	-5	3	6	2.6	25
Cc1cccc(NC(=O)c2ccccc2O)c1C	10	-2	-8	-2	1	0	7	3.4	0
Cc1ccc(C)c(NC(=O)C2CC3CCC2C3)c1 (stereo unspecified)	-19	-5	-4	0	-2	7	17	1.1	-29
CCOc1ccc2nc(NC(=O)CSc3ccccc3)sc2c1	-21	3	6	-3	0	-6	4	4.2	15
Cn1cccc1Cc1nnc(SCC(=O)N2CCOCC2)n1-c1ccc(F)cc1	-62	4	-1	-1	-3	13	28	-2.8	-18
CN(Cc1nc(-c2cnccn2)no1)CC1CCN(Cc2ccccc2)CC1	-2	1	-3	-4	-2	10	2	0.1	23
COC(=O)N1[C@H](C)C=C[C@]1(Cc1ccccc1)C(=O)NCCCNc1ncc(C(F)(F)F)cc1Cl	-25	5	0	4	1	2	32	-0.6	12
O=[N+]([O-])c1cccnc1Oc1ccccc1F	-9	1	-13	1	4	-1	-3	1.0	18
COc1ccc(-c2c(C)nn(-c3ccccc3)c2NC(C)=O)cc1OC	12	1	3	-3	-7	2	18	-1.9	-20
Cc1cc(NC(=O)CN2C(=O)[C@@H]3[C@H](C2=O)[C@@H]2C[C@H]3C(Br)C2Br)no1 (stereo partly specified)	20	-3	-20	-3	-2	-2	7	-2.3	7
CCC1CCCCN1C(=O)CSc1nnc(-c2ccc3c(c2)OCCO3)o1 (stereo unspecified)	13	15	-10	-1	-3	13	33	0.9	3
CC1CCN(c2nc3ccc(C(=O)O)cc3s2)CC1	4	4	-12	-6	-16	1	-4	-11	38
Cc1ccc(C(=O)Nc2nnc(Cc3ccccc3)s2)cc1	4	3	-1	-3	-2	-1	-24	-2.3	-4
COc1ccc(NCC(=O)n2c(C)c(C)c3ccccc32)cc1OC	-17	-4	13	0	-1	-10	20	0.2	15
CC1CC(=NNC(=O)C2COc3ccccc3O2)CC(C)(C)C1 (stereo unspecified)	-10	5	3	0	-2	0	10	1.1	-2
COC(=O)C1=C(C)NC(C)=C(C(=O)OC)C1c1ccc(-c2cccc(Cl)c2Cl)o1	-1	-5	7	0	-1	-16	21	0.0	6
COc1ccc2c(c1)C1(Nc3ccccc3-c3nc4ccccc4n31)C(=O)N2 (stereo unspecified)	-9	-9	3	-3	1	8	11	-1.5	36
FC(F)(F)c1cccc(NC(=S)Nc2cccc(Cl)c2)c1	12	-16	-3	1	-3	-4	46	-0.9	14
COc1ccccc1NC(=O)NCCC1=CCCCC1	-1	-2	-9	-2	5	4	36	-0.8	14
COc1cc(NC(=O)c2ccccc2)c(OC)cc1NC(=O)CN1CCN(c2ccccn2)CC1	-10	3	4	2	-4	1	37	-2.4	29
Cc1ccc(-c2nnc(SCC(=O)N3c4ccccc4NC(=O)C3(C)C)n2N)cc1	0	2	-9	-1	0	0	-1	-1.0	1
COc1cc(CN2CCCC(C)C2)ccc1OCc1ccccc1 (stereo unspecified)	-3	-12	-2	-2	-3	13	2	0.4	-20
Cc1ccc(OCC(=O)N/N=C/C=C/c2ccco2)c(Br)c1	6	1	7	6	-3	18	25	0.7	7
O=C(NC1CCCCC1)N1CCC(n2c(=O)[nH]c3ccccc32)CC1	-1	-2	6	-1	-2	0	14	-1.4	3
COc1cc(/C=N/NC(=O)c2nnn(-c3nonc3N)c2C(C)C)ccc1OCc1ccc(F)cc1	2	-5	12	25	-3	-1	4	9.2	-1
CN(C)C=Nc1c(Br)cc(Br)c2nonc12	-10	11	0	-4	3	-2	20	-0.7	22
COc1ccc(CCN2CCCn3c2nc2c3c(=O)n(CC(C)C)c(=O)n2C)cc1OC	-10	0	-15	-1	-1	9	15	-0.3	-6
Cc1ccc(S(=O)(=O)N2CCN(CCOc3c(Cl)cccc3Cl)CC2)cc1C	15	0	-12	-3	-3	27	13	-1.4	16
C/C(=C\C#N)n1nc(C)cc1N	12	-2	-7	5	-1	11	6	-0.8	-12
N=C(N)SCCc1cccc(CCSC(=N)N)c1	-4	-2	3	-1	-6	0	-19	-1.0	15
O=C(Cc1cccs1)N1CCN(c2ccc(F)cc2)CC1	22	-6	3	0	-1	10	6	-1.0	3
CN(C(=O)/C=C/c1ccccc1)C1CCCCC1	16	7	21	-3	-2	12	5	3.1	-56
COC(=O)c1ccc(/C(O)=C(\C#N)c2nc3ccccc3s2)cc1	2	4	-4	-2	4	26	13	1.3	-33
CC(=O)NC(Cc1ccccc1)C(=O)N1CCN(C(=O)c2cccs2)CC1 (stereo unspecified)	15	-3	-4	-3	-2	-7	6	-3.0	13
Cc1csc(NC(=O)c2cccc(S(=O)(=O)N3CCN(C)CC3)c2)n1	11	-1	-8	-1	-2	4	4	1.4	-9
CCC(=O)c1ccc(OCC(O)Cn2c(C)nc3ccccc32)cc1 (stereo unspecified)	1	0	-6	11	-2	-1	1	0.3	26
CN(Cc1c(F)cccc1Cl)S(=O)(=O)c1cccs1	-4	6	2	-1	3	11	7	1.8	8
Cc1c(C(=O)OC(C)C)sc2nc[nH]c(=O)c12	12	7	0	4	-1	0	4	2.0	9
O=C(c1cc2cc(Cl)ccc2[nH]1)N1CCN(c2ccccc2F)CC1	-9	1	85*	-1	-2	-11	1	1.5	26
COc1ccc(-c2nnc(SC(C)C(=O)NNC(=O)c3ccc(C)cc3)o2)cc1 (stereo unspecified)	1	4	-1	0	0	9	20	0.0	10
O=c1c2ccccc2ncn1-c1cccc(Br)c1	14	-2	-11	1	-2	5	28	6.7	-16
COc1ccc(CCNC(=O)COC(=O)c2ccco2)cc1OC	-8	-8	-10	-8	1	2	-2	-0.2	12
O=S(=O)(c1ccccc1F)N1CCN(Cc2nc3ccccc3[nH]2)CC1	19	-4	7	-2	0	4	12	-1.0	17
CCCSc1nsc(NC(=O)C(c2ccccc2)c2ccccc2)n1	18	-15	1	-4	0	-1	-15	-0.9	40
O=C(CN1C(=O)S/C(=C\c2ccc(Cl)cc2)C1=O)NC1C=CS(=O)(=O)C1 (stereo unspecified)	-28	-12	16	13	1	-10	1	3.7	47
CCCN1Cc2cccc(C(=O)Nc3ccc4c(c3)OCCO4)c2C1=O	5	4	-5	-1	-1	1	-6	-0.6	-4
COc1ccccc1N1CCN(S(=O)(=O)c2ccc3c(c2)n(C)c(=O)n3C)CC1	2	-4	1	-2	-3	6	-8	-1.6	25
O=C(NCc1nnc(SCC(=O)N2CCC(Cc3ccccc3)CC2)o1)c1ccco1	-2	12	-6	1	-1	5	-1	-0.2	-13
Cn1cnc(C(=O)NCc2ccc(CNC(=O)OC(C)(C)C)cc2)c1C(=O)NCc1ccc(CNC(=O)OC(C)(C)C)cc1	-4	8	-1	-1	-4	-1	1	1.1	-24
CCCOc1ccccc1OCC(=O)Nc1ccc(S(=O)(=O)N2CCCCC2)cc1	16	10	15	-2	0	10	31	0.2	4
O=C(NCCc1ccc(Cl)cc1Cl)C1=CC=CN2CCS(=O)(=O)N=C12	17	0	-1	-5	-1	0	-10	0.4	-21
COc1ccc(-c2noc(CCC(N)=O)n2)cc1OC	1	-13	-6	-3	1	2	-5	0.9	9

Assay outcomes deposited in PubChem by Sanford-Burnham Center for Chemical Genomics.
